High-throughput results deposited in PubChem by National Center for Advancing Translational Sciences (NCATS).
DT40 TDP1 CPT = qHTS for Inhibitors of human tyrosyl-DNA phosphodiesterase 1 (TDP1): qHTS in cells in presence of CPT; Potency, µM (titrated, usually from 46.2 µM), for the others: at the highest dose activity change, negative = growth inhibition, most hits filed as inhibitors; chicken DT40 Tdp1-/-;hTDP1 cells + 20 nM CPT, ATP luminescence, 48 h; 420,000 compounds, 12% hits; further: nearly all actives have a fitted effect of over 55% in size
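Chicken DT40 Tdp1-/- cells complemented with human TDP1, 400 cells/well, exposed to compounds plus 20 nM camptothecin for at least 48 h at 37 C; viability read as ATP content by CellTiter-Glo luminescence.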
N370S GC = qHTS Assay for Inhibitors and Activators of N370S glucocerebrosidase as a Potential Chaperone Treatment of Gaucher Disease; Lysosomal acid glucosylceramidase (Homo sapiens), P04062; 330,000 compounds, 0.092% hits; N370S GC spleen homogenate, 4MU-glucoside fluorescence; Potency, µM (series often up to 59.4 µM), inactives show at the top dose activity change, negative = inhibition, most hits filed as inhibitors;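 further: 0% = full enzyme activity and -100% = no enzyme basal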
FEN1 inh = qHTS Assay for the Inhibitors of Human Flap endonuclease 1 (FEN1) | P39748 | Recombinant FEN1 flap cleavage, fluorescence, 15 min | Potency, µM (top dose mostly 114 µM), inactives show top-dose activity change, negative = inhibition, actives largely listed as inhibitors | 390,000 compounds, 0.35% hits | AID 588795, 2011; further: nearly all actives have a fitted effect of over 65% in size
Target sequence (P39748 whole entry, looked up): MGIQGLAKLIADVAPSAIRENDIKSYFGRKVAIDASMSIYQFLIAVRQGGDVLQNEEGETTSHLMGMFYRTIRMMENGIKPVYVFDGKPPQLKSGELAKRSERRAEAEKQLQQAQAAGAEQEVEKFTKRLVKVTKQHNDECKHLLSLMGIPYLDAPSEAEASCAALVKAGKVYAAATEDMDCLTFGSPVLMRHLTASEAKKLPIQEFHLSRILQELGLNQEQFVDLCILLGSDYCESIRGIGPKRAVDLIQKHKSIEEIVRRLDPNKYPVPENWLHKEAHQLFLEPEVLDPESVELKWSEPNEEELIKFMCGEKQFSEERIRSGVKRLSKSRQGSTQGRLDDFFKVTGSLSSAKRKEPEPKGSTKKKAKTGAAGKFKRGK
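With each library titrated from low to high concentration, compounds met 10 nM FEN1 for 15 min at room temperature before 50 nM substrate was added; readings at 0 and 15 min fed four-parameter Hill curve fits.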
Numbers without * were called inactive; ? = inconclusive; . = not tested or not shown; & = joins results of further samples; [ ] = remark or other dose. The call rests on the fitted dose curve; in most records, active means well fitted curve in the direction sought with a large enough effect; inconclusive means small, poorly fitted or top-dose-only effect, or another doubt; inactive means no such curve, though single readings can be large; an effect the other way counts as inactive or inconclusive. Unless noted, on the % scale 0 is the no-effect control and ±100 the full control effect; potency means the concentration at half of the fitted maximal effect. Not all compounds are listed (hit frequency here may not be typical).

Each structure is followed by: N370S GC	FEN1 inh	DT40 TDP1 CPT
1: CCOc1ccc(CNC(=O)CCn2nc(C)c3c(C)n(-c4ccccc4)nc3c2=O)cc1
    .	5.2%	-4.9%
2: C=CCON/C(CCC)=C1\C(=O)C(C(=O)OC)C(C)(C)CC1=NC (stereo unspecified)
    10.7%	3.9%	24.2%
3: C[C@H](CO)N1C[C@H](C)[C@@H](CN(C)S(=O)(=O)c2cccs2)Oc2c(NS(=O)(=O)c3cn(C)cn3)cccc2C1=O
    .	-2.7%	11.2%
4: Cc1cc(NC2CCCCC2)nc2ccccc12
    -3.7%	9.9%	?
5: COc1ccc(-c2cnc3c(-c4ccc(F)cc4)cnn3c2N)cc1
    21.2%	4.1%	-12.2%
6: Cc1cc(C)n(C/C=C/Cn2nc(C)cc2C)n1
    0.3%	5.4%	2.8%
7: O=C(NCCCc1ccccc1)c1ccc(Br)o1
    9.3%	12.6%	-13.9%
8: COCCN(C(=O)CCC(=O)Nc1nccs1)C(C(=O)NCCC(C)C)c1ccc(OC)cc1 (stereo unspecified)
    -6.8%	-1.8%	-2.0%
9: O=S1(=O)N=C2CCCCCN2C(c2ccc(Br)cc2)N1 (stereo unspecified)
    9.0%	14.2%	2.4%
10: Cc1ccc(/C=N/NC(=O)c2nn(C)cc2Cl)cc1
    8.1%	0.1%	5.2%
11: CCCCCC(=O)Nc1ccc(C(=O)N/N=C/c2ccc([N+](=O)[O-])cc2)cc1
    -2.0%	-2.1%	2.6%
12: Cc1ccc(NC(=O)Cc2nc(COC(=O)C(C)NS(=O)(=O)c3ccc(C)cc3)cs2)cc1 (stereo unspecified)
    .	-0.4%	-12.3%
13: O=C(CSc1nnc(-c2ccco2)n1-c1ccccc1)N1CCOCC1
    -4.9%	9.5%	-24.5%
14: CCNC(=S)N=Nc1c(O)[nH]c2ccc([N+](=O)[O-])cc12
    3.1%	-6.8%	3.26µM*
15: O=C(O)Cn1nc(-c2ccccc2)c2ccccc2c1=O
    -2.5%	-9.0%	0.7%

Each structure is followed by: N370S GC	FEN1 inh	DT40 TDP1 CPT
16: O=C(NCc1ccc2c(c1)OCO2)c1ccc(=O)[nH]c1
    -13.3%	-10.5%	-3.5%
17: Cc1ccc(-n2c3c(c(O)c(-c4ccccc4)c2=O)C(=O)CC(C)(C)C3)cc1
    ?	2.3%	?
18: Cc1ccc(S(=O)(=O)N(C)CCCC(=O)Nc2ccc(C)cc2C)cc1
    -17.0%	-0.5%	-27.8%
19: CC(=O)Oc1ccc2c(=O)c(Oc3ccccc3[N+](=O)[O-])coc2c1
    10.7%	6.8%	-3.1%
20: CC(C)c1ccc(C(=O)COC(=O)C(O)c2ccccc2)cc1 (stereo unspecified)
    .	-6.5%	-3.3%
21: CCOC(=O)c1c(NC(=S)Nc2ccccc2)sc2c1CC(C)(C)SC2
    -18.8%	8.6%	16.4µM*
22: O=C(c1ccc2ccccc2c1)N1CCc2ccccc21
    2.7%	-17.6%	11.8%
23: O=C(Nn1cnnc1)c1ccncc1
    ?	-1.7%	-21.2%
24: CCc1ccc(OCC(=O)Nc2ccncc2)c(Br)c1
    -24.6%	-4.6%	?
25: O=C(Nc1ccc2c(c1)CCC2)c1cnccn1
    -13.5%	-11.2%	-15.5%
26: CC(C)c1ccc(NC(=O)COC(=O)C2CC3C=CC2C3)cc1 (stereo unspecified)
    .	-0.3%	-29.6%
27: O=C(NNc1cc(Cl)cc(Cl)c1)c1cccs1
    8.1%	-18.5%	?
28: O=C(N1CCOCC1)N1CCC(NC(=O)C23CC4CC(CC(C4)C2)C3)CC1
    -4.4%	-2.9%	-5.7%
29: COc1ccc(C2/C=C\CN(CC(C)(C)C)CC(=O)N2Cc2ccc(F)cc2)cc1 (stereo unspecified)
    -1.5%	9.8%	?
30: CCC(NC(=O)OCc1ccccc1)C(=O)Oc1ccc2ccc(=O)oc2c1 (stereo unspecified)
    ?	13.4%	?

Each structure is followed by: N370S GC	FEN1 inh	DT40 TDP1 CPT
31: C[C@H](CO)N1C[C@H](C)[C@@H](CN(C)S(=O)(=O)c2ccc(F)cc2)Oc2ccc(NC(=O)c3ccncc3)cc2C1=O
    .	1.4%	-10.1%
32: COC(=O)Nc1ccc(OC)c(OC)c1
    0.0%	-13.0%	-17.3%
33: CCC(C)(C)n1nnnc1C(c1ccccc1F)N1CCC(C(N)=O)CC1 (stereo unspecified)
    7.6%	-0.7%	13.6%
34: Cc1nc([N+](=O)[O-])c(C(=O)OCc2ccccc2F)n1C
    6.0%	3.5%	8.7%
35: CCOC(=O)C1CCN(Cc2cc(C(C)(C)C)c(O)c(C(C)(C)C)c2)CC1
    -1.7%	-2.3%	?
36: Fc1ccc(Nc2nc(NCc3ccco3)c3ccccc3n2)cc1
    ?	-10.9%	9.2µM*
37: CC1CCN(C(=O)C2CCN(S(=O)(=O)N3CCC4(CC3)OCCO4)CC2)CC1
    2.4%	-1.3%	9.3%
38: Cc1ccccc1-n1c(-c2ccncc2)n[nH]c1=S
    0.9%	1.2%	-5.3%
39: COc1cc(CN(C(=O)c2ccc(OC(C)C)cc2)C2CCS(=O)(=O)C2)cc(OC)c1OC (stereo unspecified)
    .	14.3%	-8.6%
40: COC(=O)c1cc(=O)n(Cc2ccco2)c(=Nc2ccc(F)c(Cl)c2)s1
    -2.9%	-4.4%	16.4µM*
41: COc1ccc(CNC(=O)CCc2nc3cccnc3n2Cc2ccccc2)cc1
    .	8.0%	?
42: Cc1nn(-c2ccccc2)c(C)c1NC(=O)COC(=O)CCc1ccccc1
    .	-8.4%	17.5%
43: O=S1(=O)CCOC[C@H](c2ccccc2)N1Cc1ccccc1F
    1.4%	-3.7%&-5.6%	?
44: CCc1ccccc1NC(=O)C1(S(=O)(=O)c2ccc(C)cc2)CC1
    0.9%	-14.7%	-17.8%
45: Cc1ccc(NC(=O)c2ccc(Cl)c(N3C(=O)CCC3=O)c2)cc1
    -10.8%	14.7%	2.1%

A draw from above in order of count of non-hydrogen atoms, highest first:
Each structure is followed by: N370S GC	FEN1 inh	DT40 TDP1 CPT
31: C[C@H](CO)N1C[C@H](C)[C@@H](CN(C)S(=O)(=O)c2ccc(F)cc2)Oc2ccc(NC(=O)c3ccncc3)cc2C1=O
    .	1.4%	-10.1%
3: C[C@H](CO)N1C[C@H](C)[C@@H](CN(C)S(=O)(=O)c2cccs2)Oc2c(NS(=O)(=O)c3cn(C)cn3)cccc2C1=O
    .	-2.7%	11.2%
8: COCCN(C(=O)CCC(=O)Nc1nccs1)C(C(=O)NCCC(C)C)c1ccc(OC)cc1 (stereo unspecified)
    -6.8%	-1.8%	-2.0%
1: CCOc1ccc(CNC(=O)CCn2nc(C)c3c(C)n(-c4ccccc4)nc3c2=O)cc1
    .	5.2%	-4.9%
41: COc1ccc(CNC(=O)CCc2nc3cccnc3n2Cc2ccccc2)cc1
    .	8.0%	?
30: CCC(NC(=O)OCc1ccccc1)C(=O)Oc1ccc2ccc(=O)oc2c1 (stereo unspecified)
    ?	13.4%	?
28: O=C(N1CCOCC1)N1CCC(NC(=O)C23CC4CC(CC(C4)C2)C3)CC1
    -4.4%	-2.9%	-5.7%
18: Cc1ccc(S(=O)(=O)N(C)CCCC(=O)Nc2ccc(C)cc2C)cc1
    -17.0%	-0.5%	-27.8%
5: COc1ccc(-c2cnc3c(-c4ccc(F)cc4)cnn3c2N)cc1
    21.2%	4.1%	-12.2%
2: C=CCON/C(CCC)=C1\C(=O)C(C(=O)OC)C(C)(C)CC1=NC (stereo unspecified)
    10.7%	3.9%	24.2%
43: O=S1(=O)CCOC[C@H](c2ccccc2)N1Cc1ccccc1F
    1.4%	-3.7%&-5.6%	?
22: O=C(c1ccc2ccccc2c1)N1CCc2ccccc21
    2.7%	-17.6%	11.8%
14: CCNC(=S)N=Nc1c(O)[nH]c2ccc([N+](=O)[O-])cc12
    3.1%	-6.8%	3.26µM*
38: Cc1ccccc1-n1c(-c2ccncc2)n[nH]c1=S
    0.9%	1.2%	-5.3%
4: Cc1cc(NC2CCCCC2)nc2ccccc12
    -3.7%	9.9%	?
32: COC(=O)Nc1ccc(OC)c(OC)c1
    0.0%	-13.0%	-17.3%
23: O=C(Nn1cnnc1)c1ccncc1
    ?	-1.7%	-21.2%

Continuation:
Each structure is followed by: N370S GC	FEN1 inh	DT40 TDP1 CPT
46: CN(C)c1ccc(/C=C/c2ccnc3cc(Cl)cc(Cl)c23)cc1
    .	9.6%	?
47: COc1ccccc1Oc1c(C)oc2c(CN3CCN(CCO)CC3)c(O)ccc2c1=O
    3.6%	-1.1%	?
48: O=S(=O)(NC1CCCCC1N1CCOCC1)c1ccc(Cl)cc1 (stereo unspecified)
    12.9%	3.2%	-18.0%
49: COc1ccc(COC(=O)C2=C(C)NC(=O)NC2c2ccc(O)cc2)cc1 (stereo unspecified)
    0.7%	10.9%	?
50: CC(=O)c1cc(-c2ccccc2)n(CCC(=O)NC2CCCCCC2)c1C
    3.2%	7.1%	?
51: Clc1ccc(Nc2ccc(Cl)nn2)cc1
    -2.9%	-5.0%	5.6%
52: COc1cc(O)c2c(=O)c(-c3ccc(O[C@@H]4O[C@H](CO)[C@@H](O)[C@H](O)[C@H]4O)cc3)coc2c1
    -8.9%	-0.7%	3.0%
53: Cc1ccc(Cl)cc1NC(=O)c1cc(S(=O)(=O)N2CCCCCC2)cn1C
    .	-15.3%	?
54: CC(C)CNC(=O)c1cccc(C(=O)NCC(C)C)c1
    4.2%	-12.6%	-16.8%
55: COc1ccc(-n2c(=O)[nH]c3cc(C(=O)NCCc4ccccc4)ccc3c2=O)cc1OC
    2.0%	-16.9%&-7.3%	?
56: CC(C)NC(=O)c1ccccc1-c1ccccc1
    14.8%	5.1%	2.1%
57: Cc1n[nH]c(C)c1CCC(=O)N/N=C/C=C/c1ccccc1
    -0.8%	-9.3%	-11.6%
58: C/C(=N\Nc1ccc(C(F)(F)F)cn1)c1ccncc1
    1.3%	-3.5%	4.5%
59: CCc1ccc(NC(=O)Cn2c(=O)n(-c3ccc(OC)cc3)c(=O)c3ccc(C(=O)NCc4ccc(C)cc4)cc32)cc1
    .	6.9%	10.3µM*
60: Cc1ccc([N+](=O)[O-])cc1NC(=O)C(C)NS(=O)(=O)c1ccc(F)cc1 (stereo unspecified)
    12.0%	1.1%	8.9%

Each structure is followed by: N370S GC	FEN1 inh	DT40 TDP1 CPT
61: CCCN(CCC)C(=O)C1CCN(c2ncnc3c2nc2n3CCCCC2)CC1
    .	20.8%	?
62: CCC(C)NC(=O)COC(=O)c1cc([N+](=O)[O-])ccc1Sc1nc(C)cs1 (stereo unspecified)
    10.9%	10.6%	-19.2%
63: Nc1c(C(=O)N2CCOCC2)sc2nc3c(cc12)CCC3
    19.6%	1.7%	-5.1%
64: C[C@@H]1CN([C@@H](C)CO)C(=O)c2cc(NS(=O)(=O)c3cccs3)ccc2O[C@H]1CN(C)Cc1ccc(C(F)(F)F)cc1
    .	2.4%	?
65: O=C(N/N=C/c1cc([N+](=O)[O-])cc([N+](=O)[O-])c1O)C(O)(c1ccccc1)c1ccccc1
    .	-14.4%	35.6%[activator]
66: Cc1cccc(/C(N)=N/OC(=O)c2ccco2)c1
    1.5%	0.2%	-25.8%
67: CN1CCN(C(=O)c2cc(COc3c(F)cccc3F)on2)CC1c1ccccc1 (stereo unspecified)
    -10.5%	4.1%	-18.8%
68: O=C(c1cccc(F)c1)N1CCC2(CC1)CCN(c1ncccn1)CC2
    2.9%	.	?
69: Nc1cc(=O)[nH]c(SCC(=O)NCC2CCCO2)n1 (stereo unspecified)
    -1.6%	-3.4%	1.2%
70: CCN(c1ccccc1)S(=O)(=O)c1ccc(Oc2ccc([N+](=O)[O-])cc2)nc1
    1.2%	3.5%	?
71: Cc1ccc2sc(C)[n+](CCCS(=O)(=O)[O-])c2c1
    0.1%	-1.9%	0.1%
72: Cc1c(NC(=S)NCc2ccc(F)cc2)cccc1[N+](=O)[O-]
    -19.9%	-5.2%	20.6µM*
73: CC(=O)Nc1ccc(S(=O)(=O)N2CCN(c3nc(C)cc(C)n3)CC2)cc1
    1.4%	-11.2%	-18.8%
74: CCN1CCN(CCCNC(=O)CCC(=O)N2CCOc3ccc(Cl)cc32)CC1
    0.2%	3.6%	0.8%
75: COc1ccc(CC2(CO)COc3ccccc3C2=O)cc1 (stereo unspecified)
    .	6.7%	?

Each structure is followed by: N370S GC	FEN1 inh	DT40 TDP1 CPT
76: Cc1cc(Cl)ccc1NC(=O)CSc1n[nH]c(N)n1
    .	-4.6%	?
77: C=CCn1c(SCCC#N)nnc1-c1ccncc1
    0.5%	3.4%	5.1%
78: Cc1ccc2[nH]c(-c3ccccc3)c(CN3CCN(C)CC3)c(=O)c2c1
    0.0%	-0.3%	-25.1%
79: Nc1nonc1-n1nnc(C(=O)N/N=C/c2cccc(Cl)c2)c1CN1CCCC1
    .	2.2%	-2.7%
80: COc1ccc(C2SCC(=O)N2c2c(C)n(C)n(-c3ccccc3)c2=O)c(OC)c1 (stereo unspecified)
    12.8%	0.1%	-9.4%
